Screening data (PubChem BioAssay)
HTR5A inv ag – inverse agonist of human HTR5A in OPRM1-OPRD1 counter-screen. P47898. HTR5A cell line, luminescence, inverse agonism. inhibition, % at 9.3 µM. 340,000 compounds, 0.083% hits; in the data active = inhibition mostly above about 23%, no sharp cut-off; inactive = mostly below about 18%;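 note: 0% = cells with DMSO and 100% = no-cell wells with DMSO; some compounds called inactive have numbers as strong as hits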
RTF Ca sens act – cardiac RTF calcium sensitization. P19429+P45379. 340,000 compounds, 0.24% hits. activation, % at 7.2 µM. IANBD-labeled TnC RTF fluorescence at EC20 calcium; 0% EC20 calcium, 100% full calcium. AID 493008;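 active = activation above the mean over all tested compounds plus 3 SD, cut at about 30% in these data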;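 note: rise in fluorescence read as greater calcium sensitivity of cardiac thin filaments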
CAL PDZ FP – CAL PDZ (human) peptide binding inhibition; 300,000 compounds, 0.92% hits; purified CAL PDZ, TMR-peptide fluorescence polarization, 1 h; inhibition, % at 24.9 µM; Q9HD26;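 active = mean inhibition of at least 30% with at least half of replicates also reaching 30%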;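 note: 0% = DMSO neutral control and 100% = excess unlabeled competitor peptide PRC23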
C-LANA FP – KSHV C-LANA DNA binding inhibition; 340,000 compounds, 0.078% hits; MBP-C-LANA/FAM-LBS DNA binding, fluorescence polarization; AID 504423; inhibition, % at 9 µM;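 active = highest replicate inhibition at or above 60% at 9 µM, even if other replicates fall short; inactive = all replicates below 60% inhibition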;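 note: 0% = neutral control wells and 100% = 4 µM acridine orange control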
V-ATPase pH – yeast V-ATPase proton transport regulation by pHLuorin | response, % at 10 µM | S. cerevisiae, pHLuorin cytosolic pH fluorescence | 350,000 compounds, 0.37% hits; in the data active = response mostly above about 7.3%, no sharp cut-off; inactive = mostly below about 5.4%; note: actives read high; inactives centre near 0; some compounds called inactive have numbers as strong as hits; reference of the scale not given here
Keap1-Nrf2 PPI – Keap1-Nrf2 (human) interaction inhibition; Q14145; Keap1 Kelch-Nrf2 peptide fluorescence polarization, 1536-well; inhibition, % at 9.4 µM; 340,000 compounds, 0.15% hits; AID 504523; in the data active = inhibition above about 12%;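 note: human Keap1 Kelch domain with fluorescein labeled Nrf2 9mer peptide probe; 0% = neutral control wells and 100% = peptide positive control; higher means more block of Keap1 binding to Nrf2 peptide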
MOR-DOR ag – OPRM1-OPRD1 heterodimerization agonism; cells, luminescence; activation, % at 9.3 µM; 340,000 compounds, 0.3% hits; AID 504326; in the data active = activation above about 18%;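 note: 0% = vehicle-treated cells and 100% = reference agonist; values of inactives mirror those of a sister screen read the other way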
Target sequence (P35372 whole entry, looked up): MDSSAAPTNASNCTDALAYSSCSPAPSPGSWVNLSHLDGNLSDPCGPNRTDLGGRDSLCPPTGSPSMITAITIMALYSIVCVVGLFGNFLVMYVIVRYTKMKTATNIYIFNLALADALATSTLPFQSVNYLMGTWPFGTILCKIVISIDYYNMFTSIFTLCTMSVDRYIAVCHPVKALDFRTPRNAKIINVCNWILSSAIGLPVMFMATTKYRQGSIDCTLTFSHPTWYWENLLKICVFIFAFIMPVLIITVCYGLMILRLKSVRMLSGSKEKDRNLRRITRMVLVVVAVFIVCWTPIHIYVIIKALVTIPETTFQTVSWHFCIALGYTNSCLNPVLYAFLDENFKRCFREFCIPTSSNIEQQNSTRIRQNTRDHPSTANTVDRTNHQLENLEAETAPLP
Target sequence (P41143 whole entry, looked up): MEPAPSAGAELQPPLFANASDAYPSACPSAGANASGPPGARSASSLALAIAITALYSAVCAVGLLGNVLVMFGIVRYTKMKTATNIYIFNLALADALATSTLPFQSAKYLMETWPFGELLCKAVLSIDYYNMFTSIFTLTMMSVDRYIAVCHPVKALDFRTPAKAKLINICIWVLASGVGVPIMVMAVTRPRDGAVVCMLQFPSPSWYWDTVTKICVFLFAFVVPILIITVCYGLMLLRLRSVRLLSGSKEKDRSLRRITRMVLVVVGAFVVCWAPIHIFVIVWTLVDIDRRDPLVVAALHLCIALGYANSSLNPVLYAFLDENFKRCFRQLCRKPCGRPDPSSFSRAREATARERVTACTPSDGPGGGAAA
HTR5A ag ctr – HTR5A agonism, opioid heterodimer counter-screen; P47898; HTR5A agonist assay, luminescence, cell-based; activation, % at 9.3 µM; 340,000 compounds, 0.61% hits; AID 504692; in the data active = activation mostly above about 9.5%, no sharp cut-off; inactive = mostly below about 7.6%;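 note: 0% = cells with vehicle only and 100% = reference agonist; strong numbers were not always called active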
OPRM1-OPRD1 inv – mu-delta opioid heterodimer inverse agonism | P35372+P41143 | cell-based MOR-DOR heterodimer luminescence | inhibition, % at 9.3 µM | 340,000 compounds, 0.21% hits | AID 504357; in the data active = inhibition above about 22%, passing the limit was not always enough;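 note: 0% = cells with DMSO and 100% = wells without cells with DMSO; values of inactives mirror those of a sister screen read the other way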
Cardiac RTF inh – cardiac RTF calcium desensitization; IANBD-labeled cardiac RTF, Ca2+ fluorescence; inhibition, % at 7.15 µM; 340,000 compounds, 0.12% hits; AID 493244;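 active = inhibition above the mean inhibition of all tested compounds plus 3 SD, cut at about 17% in these data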;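 note: assay run at fixed EC70 calcium of 1.6 mM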
* = called active by the depositor; · = no result given. No enrichment for hits; 2.8% or so of the library scored in one or more.

No. | Molecule | HTR5A inv ag | RTF Ca sens act | CAL PDZ FP | C-LANA FP | V-ATPase pH
1 | CC(C(=O)NCC1(c2ccccc2)CCCC1)N1CCOCC1 (configuration not stated) | -8 | -2 | · | -0.7 | -1
2 | COC(=O)CN(c1cc(Cl)ccc1OC)S(=O)(=O)c1ccc(C)cc1 | 2 | 0 | 2 | -5.6 | -3
3 | COc1ccc(C2CC(=O)N(CC(=O)NCC3CCCO3)c3ccccc3S2)cc1OC (configuration not stated) | -21 | 5 | -3 | -0.2 | -2
4 | CCOC(=O)c1c(C)[nH]c(C)c1S(=O)(=O)N(C)CC(=O)Nc1cccc(C)n1 | 11 | 3 | 12 | -1.0 | 0
5 | Cn1ccc(NC(=O)c2ccc(Cl)cc2)n1 | -6 | -1 | -1 | -0.2 | 4
6 | Cc1ccccc1C(=O)NNC(=S)NC(=O)c1ccc(Cl)cc1Cl | 4 | -14 | -4 | 0.9 | 1
7 | CC(C)(C)NC(=O)CSc1nnc(NC(=O)CCc2ccccc2)s1 | -16 | -5 | -3 | 1.0 | -2
8 | O=C(Nc1cccnc1)c1sc(Nc2ccccc2F)nc1-c1ccccc1 | -32 | 4 | · | -1.6 | -1
9 | O=C(Nc1nn[nH]n1)c1cccc(Oc2ccccc2)c1 | -37 | -1 | -6 | -1.3 | -1
10 | CCOC(=O)c1c(C)[nH]c(C(=O)COC(=O)CCC(=O)c2ccc3c(c2)OCCO3)c1C | 10 | 4 | -1 | 0.2 | 6
11 | CCOC(=O)C1=C(O)/C(=C/c2ccc(OCC(=O)O)c(OCC)c2)SC1=Nc1ccc(OC)cc1 | 13 | -2 | -39 | -2.3 | 1
12 | CC(C)N1CCN(c2ccc(OCC3COC(Cn4cncn4)(c4ccc(Cl)cc4Cl)O3)cc2)CC1 (configuration not stated) | -5 | -4 | -5 | 0.9 | -7

No. | Keap1-Nrf2 PPI | MOR-DOR ag | HTR5A ag ctr | OPRM1-OPRD1 inv | Cardiac RTF inh
1 | -1 | -2.9 | 3 | 13 | -2
2 | -2 | -2.4 | -1 | 12 | 10
3 | -2 | -2.0 | -2 | 13 | 4
4 | 4 | 0.6 | -3 | -3 | 3
5 | 5 | -3.3 | 2 | 13 | -12
6 | 2 | -3.0 | 1 | 18 | 2
7 | 0 | -3.0 | 4 | 14 | -2
8 | 4 | 21* | -1 | -111 | -2
9 | -5 | -1.4 | 2 | 8 | -4
10 | 2 | -1.7 | -2 | 10 | -11
11 | 2 | -0.3 | -3 | 1 | 2
12 | -4 | -1.6 | 1 | 8 | 0

Ordered by length of the SMILES (smallest number first): 3 of the compounds above.
No. | Molecule | HTR5A inv ag | RTF Ca sens act | CAL PDZ FP | C-LANA FP | V-ATPase pH
5 | Cn1ccc(NC(=O)c2ccc(Cl)cc2)n1 | -6 | -1 | -1 | -0.2 | 4
9 | O=C(Nc1nn[nH]n1)c1cccc(Oc2ccccc2)c1 | -37 | -1 | -6 | -1.3 | -1
8 | O=C(Nc1cccnc1)c1sc(Nc2ccccc2F)nc1-c1ccccc1 | -32 | 4 | · | -1.6 | -1

No. | Keap1-Nrf2 PPI | MOR-DOR ag | HTR5A ag ctr | OPRM1-OPRD1 inv | Cardiac RTF inh
5 | 5 | -3.3 | 2 | 13 | -12
9 | -5 | -1.4 | 2 | 8 | -4
8 | 4 | 21* | -1 | -111 | -2

(further entries)
No. | Molecule | HTR5A inv ag | RTF Ca sens act | CAL PDZ FP | C-LANA FP | V-ATPase pH
13 | CNC(=O)c1cc(OCC(F)(F)F)ccc1OCC(F)(F)F | 19 | 1 | -1 | 1.4 | 3
14 | Cn1c(N)c(C(=O)Nc2ccccc2F)sc1=S | -12 | -1 | · | -14 | -2
15 | COc1ccc(CCNC(=O)Cn2ccc3cc(S(=O)(=O)N4CCCC4)ccc32)cc1OC | -8 | 5 | -2 | -0.9 | 4
16 | Cc1[nH]nc2c1C(c1ccco1)C(C#N)=C(N)O2 (configuration not stated) | -5 | 7 | 13 | -0.1 | 1
17 | OCC1(Cc2ccccc2)CCCN(Cc2cn[nH]c2-c2ccccc2)C1 (configuration not stated) | -1 | 2 | 4 | -0.2 | 0
18 | CCN1CCN(CCCNC(=O)CNC(=O)c2nn(-c3ccc(OC)cc3)c(=O)c3ccccc23)CC1 | 1 | -5 | · | -0.6 | -4
19 | O=C(Nc1ccc(N2CCOCC2)c(Cl)c1)c1cc2ccccc2o1 | -7 | 2 | -1 | 3.5 | 1
20 | Oc1cc(Br)ccc1C=Nc1ccc(N2CCCCC2)cc1 | 7 | 5 | -4 | -0.8 | 4
21 | CCCCNC(=O)c1onc(CSc2cccc(OC)c2)c1C(=O)NCCCC | -14 | -9 | 10 | 0.3 | 0
22 | Cc1nn(Cc2ccccc2Cl)c(C)c1C(=O)NCC(c1cccs1)N1CCOCC1 (configuration not stated) | -5 | 2 | -2 | -2.4 | -5
23 | CC(=O)NS(=O)(=O)c1ccc(NC(=S)NC(=O)Cc2ccccc2)cc1 | 14 | 0 | -3 | 2.1 | 10
24 | CCC(C)NC(=O)CSc1nc2cc(S(=O)(=O)N3CCOCC3)ccc2n1CC (configuration not stated) | 10 | 0 | -2 | 1.3 | 1

No. | Keap1-Nrf2 PPI | MOR-DOR ag | HTR5A ag ctr | OPRM1-OPRD1 inv | Cardiac RTF inh
13 | 2 | -1.7 | 4 | 8 | -12
14 | -3 | -3.0 | 6 | 15 | -3
15 | 3 | -2.1 | 2 | 11 | 1
16 | -1 | 0.2 | 6 | -1 | -10
17 | 4 | 1.0 | 0 | -5 | -4
18 | -5 | -1.3 | -6 | 8 | -2
19 | -3 | 2.0 | 2 | -11 | 0
20 | -3 | 3.5 | -2 | -16 | -8
21 | 3 | 4.0 | 5 | -24 | 3
22 | 0 | -2.1 | 2 | 12 | 9
23 | 6 | -0.3 | -5 | 2 | -9
24 | 6 | -1.8 | -1 | 11 | 5

Further entries follow:
No. | Molecule | HTR5A inv ag | RTF Ca sens act | CAL PDZ FP | C-LANA FP | V-ATPase pH
25 | CCOC(=O)c1c(SCC(=O)Nc2nc(C)cs2)nc(=O)[nH]c1C | -11 | -2 | 4 | 1.8 | 3
26 | O=C1/C(=C/c2ccccc2)SC(=S)N1C1CCS(=O)(=O)C1 (configuration not stated) | -9 | 11 | -7 | -2.0 | -3
27 | Cc1ccc(Nc2ncnc(-n3cccc3)n2)cc1Cl | -14 | 5 | -2 | 1.3 | -1
28 | COc1ccc2cc(CCOC3CCCCO3)ncc2c1 (configuration not stated) | 9 | 1 | -4 | 5.3 | 0
29 | NC(=O)C1CCN(C(=O)C2CC(=O)N(c3ccc(F)cc3)C2)CC1 (configuration not stated) | -15 | 0 | 2 | -1.1 | -6
30 | c1ccc(COc2ncnc3c2ncn3CCCNCC2CCCO2)cc1 (configuration not stated) | 4 | -9 | -3 | -1.4 | 0
31 | COc1ccc(Cn2ccc(=O)c(Cc3c(Cl)cccc3Cl)c2C)cc1 | -24 | -5 | -5 | -4.1 | 2
32 | OCC1OC(Oc2c(Br)cc(Br)cc2Br)C(O)C(O)C1O (configuration not stated) | 6 | 1 | -2 | 1.8 | 2
33 | CC[C@]12c3[nH]c4cc(CCC(=O)N(C)C)ccc4c3CCN1C(=O)[C@@H](CC(=O)NCCc1ccccn1)C[C@@H]2C(=O)N1CCN(C(=O)c2ccco2)CC1 | 0 | -5 | -1 | 0.1 | 0
34 | CC1(C)Cc2c(c(-c3ccccc3)[nH]c(=O)c2C#N)CS1 | 10 | 0 | -7 | 1.1 | 7
35 | CN(C)S(=O)(=O)N1CCC(Oc2cccc(C(=O)N3CCCCCCC3)c2)CC1 | -18 | 1 | 8 | -1.6 | -2
36 | COc1ccc(S(=O)(=O)N2CCN(C(C)C(=O)Nc3ccc(C(C)C)cc3)CC2)cc1 (configuration not stated) | -5 | -3 | · | -3.1 | -4

No. | Keap1-Nrf2 PPI | MOR-DOR ag | HTR5A ag ctr | OPRM1-OPRD1 inv | Cardiac RTF inh
25 | -4 | -1.8 | 0 | 9 | -4
26 | 0 | -0.4 | 1 | 2 | -19
27 | -6 | 1.2 | 3 | -6 | -6
28 | 5 | -1.8 | -3 | 10 | 0
29 | 0 | -2.2 | 4 | 12 | -5
30 | 0 | -5.2 | -1 | 24 | 2
31 | -6 | -2.9 | 7 | 16 | -10
32 | -2 | -0.5 | -2 | 2 | 4
33 | -6 | -1.7 | 0 | 9 | -5
34 | -7 | -3.0 | -3 | 18 | 8
35 | -2 | 0.2 | 5 | -1 | 2
36 | -7 | -1.9 | 1 | 10 | 4

Next entries
No. | Molecule | HTR5A inv ag | RTF Ca sens act | CAL PDZ FP | C-LANA FP | V-ATPase pH
37 | Cc1ccc(S(=O)(=O)N(C)C)cc1NC(=O)c1cc(S(=O)(=O)N2CCCCC2)ccc1N1CCOCC1 | 12 | 2 | -3 | 1.2 | 1
38 | Cc1ccccc1-c1ncc(CN2CCN(C3CCCCC3)C(CCO)C2)cn1 (configuration not stated) | -28 | -1 | 1 | -0.7 | 4
39 | O=CN1CCN(C(C(=O)NC2CCCC2)c2cc3c(cc2[N+](=O)[O-])OCO3)CC1 (configuration not stated) | 0 | -2 | 2 | 1.1 | 7
40 | CC(=O)Nc1ccc(S(=O)(=O)NCc2cn3ccsc3n2)cc1 | 1 | 6 | 3 | 1.9 | 3
41 | O=C1CCN(Cc2ccccc2)C(=S)N1 | -28 | 0 | 2 | 1.8 | 1
42 | CC(O)CNCCCOc1cccc(C(F)(F)F)c1 (configuration not stated) | 2 | -4 | 6 | 0.5 | -2
43 | COCCN(C(=O)c1cccc(OC)c1)c1nnc(-c2ccncc2)s1 | -16 | -4 | -4 | -1.3 | -1
44 | CCN1CCN(C(=S)c2ccc(Cl)cc2)CC1 | -14 | -2 | 2 | -3.7 | -6
45 | Cc1ccc(CCC(=O)Nc2ncc(Cc3cc(Cl)ccc3Cl)s2)o1 | -46 | -3 | -7 | -0.3 | -1
46 | COc1ccc(-c2c(C)oc3c(CN4CCCCC4C)c(O)ccc3c2=O)cc1OC (configuration not stated) | -4 | 0 | · | -0.2 | -1
47 | COc1ccccc1CN1C[C@@H]2C[C@@H](c3cccc(O)c3)N3CCC[C@@]23C1=O | 4 | 5 | -1 | 2.1 | -2

No. | Keap1-Nrf2 PPI | MOR-DOR ag | HTR5A ag ctr | OPRM1-OPRD1 inv | Cardiac RTF inh
37 | 4 | -1.1 | -5 | 6 | 10
38 | 4 | -0.8 | 0 | 4 | -14
39 | 1 | 1.3 | 0 | -6 | -4
40 | -1 | -3.0 | 3 | 17 | 0
41 | 2 | -3.7 | 7 | 16 | 4
42 | 2 | -0.6 | 3 | 3 | -2
43 | 0 | -1.1 | -1 | 7 | -6
44 | 3 | -1.3 | 5 | 8 | -15
45 | -5 | 7.7 | 17* | -39 | -7
46 | -7 | -1.6 | 1 | 9 | -5
47 | -3 | -2.3 | -1 | 12 | 2

Some of the entries above, reformatted:
Every second line gives: HTR5A inv ag, RTF Ca sens act, CAL PDZ FP, C-LANA FP, V-ATPase pH, Keap1-Nrf2 PPI, MOR-DOR ag, HTR5A ag ctr, OPRM1-OPRD1 inv, Cardiac RTF inh
5: Cn1ccc(NC(=O)c2ccc(Cl)cc2)n1
 : -6, -1, -1, -0.2, 4, 5, -3.3, 2, 13, -12
6: Cc1ccccc1C(=O)NNC(=S)NC(=O)c1ccc(Cl)cc1Cl
 : 4, -14, -4, 0.9, 1, 2, -3.0, 1, 18, 2
